# Compound activity deposited in PubChem by several laboratories.
# RSV antiviral HEp-2 = RSV antiviral activity via CPE protection, HEp-2 cells, primary 10 µM value included (AID 2391); HEp-2 cells, RSV-induced CPE inhibition; higher % means a stronger effect; CPE inhibition, % at 10 µM; hits with a dose series show IC50 in µM; 310,000 compounds, 0.13% hits; in the data active = a potency from the dose series; inconclusive = CPE inhibition mostly from about 23% at the one dose, without a potency; inactive = the rest, 99 in 100 with CPE inhibition below about 21%; also: strong numbers were not always called active
# Salmonella PhoP GFP = inhibitors of PhoP regulon expression, primary screen, Salmonella Typhimurium, GFP reporter (AID 1863); one-dose inhibition, % at 50 µM; IC50 in µM for titrated hits; S. Typhimurium PhoP-regulated promoter GFP reporter, 4 h; higher % means a stronger effect; 300,000 compounds, 0.16% hits;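 active = inhibition over 29.93%, a cutoff 3 SD above the screen mean, later confirmed by dose response; inconclusive = inhibition over 29.93% but no dose response follow-up; inactive = inhibition at most 29.93% or unconfirmed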;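 also: 0% = low Mg2+ inducing control and 100% = high Mg2+ repressing control; strong numbers were not always called active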
# West Nile virus CPE = West Nile virus antiviral activity, cell-based, CPE readout (AID 1621). CPE inhibition, % at 10 µM; hits with a dose series show IC50 in µM. West Nile virus-infected cells, CPE inhibition; higher % means a stronger effect. 290,000 compounds, 0.02% hits; in the data active = a potency from the dose series; inconclusive = CPE inhibition mostly from about 3.7% at the one dose, without a potency; inactive = the rest, 99 in 100 with CPE inhibition below about 2.2%; also: strong numbers were not always called active
# PMI inhibitors = inhibitors of human PMI, primary screen, biochemical, fluorescence intensity, coupled assay (AID 1209); 190,000 compounds, 0.42% hits; inhibition, % at 20 µM; hits with a dose series show IC50 in µM; purified PMI enzyme, coupled fluorescence intensity; higher % means a stronger effect;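 also: plate controls were DMSO vehicle for no effect and wells lacking substrate for full effect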
# human PMI inhibitors = human PMI inhibitors, high substrate, primary screen, biochemical, fluorescence intensity, high mannose 6-phosphate (AID 1220). Mannose-6-phosphate isomerase (Homo sapiens). recombinant PMI enzyme, coupled fluorescence intensity; higher % means a stronger effect. inhibition, % at 20 µM, or IC50 in µM where a hit was titrated. 190,000 compounds, 0.66% hits
# Ins promoter up = insulin promoter activators in MIN6 cells, imaging, high-content screening, mouse beta cells | MIN6 insulin promoter-GFP reporter; active compounds read high | 190,000 compounds, 0.3% hits | z-score at 5 µM;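 active = z-score above 3 at 5 µM with at least 500 cells counted in the well; inconclusive = wells under 500 cells, flagged as cytotoxic or low count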
# TNAP activators = human TNAP enzyme activators, primary screen, biochemical, luminescent, no phosphate acceptor, uHTS (AID 1001) | Alkaline phosphatase, tissue-nonspecific isozyme (Homo sapiens) | purified TNAP, luminescent activation assay, no phosphate acceptor; higher activation fold means a stronger effect | one-dose activation fold at 20 µM; EC50 in µM for titrated hits | 200,000 compounds, 0.03% hits; in the data active = activation fold from about 3, or a potency from the dose series; inactive = the rest, 99 in 100 with activation fold below about 1.6; also: many of its hits are not listed in these tables
# SV40 large T antigen = SV40 large T antigen inhibitors, biochemical (AID 1903). inhibition, % at 20 µM, or IC50 in µM where a hit was titrated. SV40 large T antigen ATPase/helicase inhibition assay; higher % means a stronger effect. 310,000 compounds, 0.39% hits; in the data active = a potency from the dose series; inconclusive = inhibition mostly from about 32% at the one dose, without a potency; inactive = the rest, 99 in 100 with inhibition below about 32%; also: strong numbers were not always called active
# ER stress rescue = rescue of cells from ER stress-induced death, primary screen, 384-well, CSM14.1, thapsigargin, ATP luminescence (AID 1222) | 190,000 tested, under 10 active | CSM14.1 thapsigargin-induced death rescue, ATP luminescence; higher % means a stronger effect | cellular ATP content (survival), % at 20 µM, or EC50 in µM where a hit was titrated;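 active = EC50 below 50 µM in the dose-response confirmation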;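 also: death triggered by thapsigargin at about 15 µM added after 2 h compound pretreatment; cell ATP read after overnight thapsigargin exposure of roughly 18 to 22 hours; normalized against plate controls of thapsigargin alone and 5% DMSO vehicle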
# Ins promoter up cell count = further read-out of Ins promoter up, marked with its call; cell count; measured here: cytotoxicity, nuclei count;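 total cells summed across four imaged fields per well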
# Active calls of the source: *; ? = inconclusive; . = no result given. Rule as the data show it, unless noted: active = inhibition above about 50%; inactive = the rest.
SMILES,RSV antiviral HEp-2,Salmonella PhoP GFP,West Nile virus CPE,PMI inhibitors,human PMI inhibitors,Ins promoter up,Ins promoter up cell count,TNAP activators,SV40 large T antigen,ER stress rescue
Cc1cc(C(=O)N/N=C/c2cccc(OC(=O)c3cccc(Br)c3)c2)n[nH]1,1.6%,-7.5%,0.0%,.,.,.,.,.,29.8%,.
CCCCn1c2nc3ccccc3nc2c2c(=N)oc(C)nc21,.,.,.,9.2%,30.1%,0.14,1301,1,.,2.2%
O=C(Nc1ccc(N2CCN(C(=O)c3ccco3)CC2)cc1)c1cccs1,1.1%,-0.7%,-0.6%,-3.6%,-6.9%,-0.13,1567,1.1,8.0%,-1.2%
Cc1c(Cc2ccccc2)c(=O)oc2cc(O)ccc12,?,-13.4%,0.3%,.,.,0.08,989,.,24.2%,.
CC1(C)C2CC=C(/C=N/NC(=O)C3CC3)C1C2 (stereo not given),1.3%,-3.0%,0.4%,-0.9%,2.1%,-0.01,1293,1.2,9.9%,0.3%
CN1C(=O)C(CC(=O)NC2CCCCC2)N(C)C1=O (stereo not given),0.1%,6.0%,0.6%,-5.3%,-4.6%,0.32,1246,1.1,-7.6%,0.2%
CCOC(=O)N1CCC(NC(=O)Cn2cc3c(n2)CCCCC3)CC1,0.4%,2.9%,-0.2%,4.8%,0.9%,.,.,1.1,-1.1%,.
O=S(=O)(Cc1cc(NCc2ccccc2)nc(-c2ccncc2)n1)c1ccccc1,-1.8%,-10.0%,0.0%,-3.6%,2.1%,0.27,1517,1,10.1%,-1.5%
COCC(=O)NCCc1ccc(S(N)(=O)=O)cc1,0.2%,4.0%,-0.3%,-3.5%,-0.9%,-0.24,1164,1.1,2.4%,0.8%
CCCn1c(=O)c(C(=O)NCc2ccccc2Cl)c(O)c2ccccc21,2.8%,2.7%,-0.6%,.,.,.,.,.,3.8%,.
CC(=O)N1CCN(c2nc(CC(C)C)c3c(c2C#N)CCC3)CC1,0.9%,0.7%,.,-6.8%,-0.2%,-0.82,1304,1.1,10.8%,0.8%
Cc1cc(C)c2c(c1)cc(C)c1nnc(SCC(=O)Nc3cc(C)on3)n12,-1.8%,-0.9%,1.8%,-3.3%,-3.9%,0.02,1066,1.2,0.7%,1.4%

# Laid out differently: entries from further up.
CCOC(=O)N1CCC(NC(=O)Cn2cc3c(n2)CCCCC3)CC1
  RSV antiviral HEp-2 = 0.4%; Salmonella PhoP GFP = 2.9%; West Nile virus CPE = -0.2%; PMI inhibitors = 4.8%; human PMI inhibitors = 0.9%; Ins promoter up = .; Ins promoter up cell count = .; TNAP activators = 1.1; SV40 large T antigen = -1.1%; ER stress rescue = .

COCC(=O)NCCc1ccc(S(N)(=O)=O)cc1
  RSV antiviral HEp-2 = 0.2%; Salmonella PhoP GFP = 4.0%; West Nile virus CPE = -0.3%; PMI inhibitors = -3.5%; human PMI inhibitors = -0.9%; Ins promoter up = -0.24; Ins promoter up cell count = 1164; TNAP activators = 1.1; SV40 large T antigen = 2.4%; ER stress rescue = 0.8%

CCCn1c(=O)c(C(=O)NCc2ccccc2Cl)c(O)c2ccccc21
  RSV antiviral HEp-2 = 2.8%; Salmonella PhoP GFP = 2.7%; West Nile virus CPE = -0.6%; PMI inhibitors = .; human PMI inhibitors = .; Ins promoter up = .; Ins promoter up cell count = .; TNAP activators = .; SV40 large T antigen = 3.8%; ER stress rescue = .

O=S(=O)(Cc1cc(NCc2ccccc2)nc(-c2ccncc2)n1)c1ccccc1
  RSV antiviral HEp-2 = -1.8%; Salmonella PhoP GFP = -10.0%; West Nile virus CPE = 0.0%; PMI inhibitors = -3.6%; human PMI inhibitors = 2.1%; Ins promoter up = 0.27; Ins promoter up cell count = 1517; TNAP activators = 1; SV40 large T antigen = 10.1%; ER stress rescue = -1.5%

# Following part:
SMILES,RSV antiviral HEp-2,Salmonella PhoP GFP,West Nile virus CPE,PMI inhibitors,human PMI inhibitors,Ins promoter up,Ins promoter up cell count,TNAP activators,SV40 large T antigen,ER stress rescue
CO/N=C1\CCn2c1c(C)c1ccccc12,5.1%,-10.5%,0.2%,.,.,-0.84,1413,.,5.5%,.
Cc1ccc(NP(=O)(c2ccc(N(C)C)cc2NC(=O)c2cccs2)N2CCOCC2)cc1 (stereo not given),3.0%,-2.5%,-1.0%,13.7%,15.0%,0.32,1413,1,7.1%,-1.3%
CC(=O)CC(C)(C)NC(C)=S,3.2%,-6.8%,0.5%,.,.,-0.16,1121,.,9.8%,.
Cn1c(C(=O)N2CCCC(C(=O)NCc3ccccc3)C2)cc2sccc21 (stereo not given),13.3%,-7.3%,-0.1%,.,.,.,.,.,5.1%,.
O=c1c2c(nc3cc(-c4cccc(Cl)c4)[nH]n13)CCC2,1.4%,17.6%,-0.5%,6.0%,1.1%,-0.37,1549,1.1,-8.5%,-1.6%
Cc1ccc(/C=N/NC(=O)c2nnn(-c3nonc3N)c2-c2ccc3c(c2)OCO3)s1,6.7%,3.2%,-0.1%,.,.,.,.,.,4.9%,.
COc1ccccc1/C=N/NC(=O)CC(=O)NCc1cccnc1,1.5%,4.7%,0.2%,29.8%,-1.4%,0.19,1543,1,0.0%,-2.4%
O=C(Nc1c(Cl)cc(Cl)cc1C(=O)NCCN1CCOCC1)c1cccc([N+](=O)[O-])c1,0.0%,5.9%,-1.5%,3.6%,8.0%,-1.21,1553,1.1,4.9%,-0.2%
CCOC(=O)c1c(-c2ccc(C)o2)csc1NC(=O)CN1CCCCC1,19.0%,2.9%,0.1%,14.5%,20.2%,0.03,1225,1.1,10.1%,0.6%
CN=C(NC1CCCCC1)c1ccc([N+](=O)[O-])cc1,1.4%,1.1%,-0.1%,.,.,.,.,.,6.3%,.
O=C(Cc1c(F)cccc1Cl)c1ccc(O)cc1O,20.4%,4.5%,0.6%,5.8%,-0.3%,-1.06,1277,1.1,-2.7%,-0.7%
COc1ccc(/C=C/C(=O)Nc2cc(S(=O)(=O)N3CCOCC3)ccc2N2CCCC2)cc1OC,-0.2%,-5.2%,-0.4%,2.9%,4.5%,-0.51,1310,1.1,8.2%,-0.1%
CN(Cc1ccon1)C(=O)CC1C(=O)NCCN1Cc1cccc(Oc2ccccc2)c1 (stereo not given),0.5%,-5.3%,0.0%,9.8%,37.1%,0.01,1493,1.1,25.9%,0.2%
CN(C(=O)c1ccc(=O)n(Cc2ccc(Cl)cc2)c1)c1ccccc1,0.9%,0.1%,-1.1%,-3.1%,0.9%,.,.,1.1,12.6%,1.4%
COC(=O)c1cccc(NC(=O)CC2C(=O)NCCN2C(=O)c2ccc(F)cc2F)c1 (stereo not given),.,14.9%,0.8%,.,.,0.94,1281,.,5.5%,.
CCOC(=O)N1CCN(c2c(NCCN(C)Cc3ccccc3)c(=O)c2=O)CC1,1.7%,13.2%,0.0%,14.2%,11.4%,0.89,1650,1.1,-1.0%,-1.9%
COc1cccc(/C=N/NC(N)=S)c1OCc1cccc(Cl)c1,4.2%,-9.9%,-1.2%,2.7%,6.8%,0.24,1295,0.9,4.8%,-0.7%
CC(=O)Nc1cccc(C(=O)NC2CCCc3c2cnn3-c2ccccc2F)c1 (stereo not given),5.1%,0.0%,-0.3%,.,.,.,.,.,23.5%,.
O=C(NCc1ccco1)c1nnc(Cc2ccc(Cl)cc2)o1,1.7%,10.8%,0.8%,-2.9%,-7.6%,1.29,931,1.1,3.4%,0.5%
Cc1cccc(NC(=S)NC2CC3CCCC(C2)N3Cc2ccccc2)c1C (stereo not given),-1.8%,-2.8%,-0.6%,9.4%,3.9%,-0.29,1503,1.3,6.3%,-1.8%
O=C(CN1N=C(c2ccc(Cl)cc2)CCC1=O)NCCN1CCc2ccccc2C1,3.3%,3.1%,-0.4%,7.3%,-3.9%,-0.4,1481,1.6,6.6%,-1.3%
CS(=O)(=O)N1Cc2ccccc2CC1C(=O)O (stereo not given),3.8%,3.4%,1.1%,1.4%,0.9%,-0.21,1554,1.1,21.2%,-0.1%
CC(C)(C)n1ncc2c(=O)n(CC(=O)c3ccc(Cl)cc3)cnc21,2.7%,8.5%,0.2%,-5.1%,-9.9%,0.07,1593,1.1,4.5%,-1.3%
CCOC(=O)c1cc(NC(=O)Nc2ccc(OC)c(OC)c2)c(C)nc1C,1.5%,9.5%,0.2%,8.6%,7.2%,-0.03,1259,1.1,3.0%,0.6%
O=C(CSc1ncc(-c2ccccc2)[nH]1)Nc1cccc(O)c1,2.5%,-12.1%,-0.5%,20.1%,-12.8%,0.13,923,1.1,13.0%,-1.1%
CN1CCN(S(=O)(=O)c2ccc3[nH]c(=O)oc3c2)CC1,1.1%,0.9%,-0.1%,-8.0%,-6.5%,0.41,1117,1,6.6%,-3.3%
Cc1nc2c(sc(=S)n2Cc2ccco2)c(=O)n1CC(=O)Nc1ccccc1F,7.5%,-3.7%,?,.,.,.,.,.,15.2%,.
COc1cc(Nc2ccccc2Cl)c([N+](=O)[O-])nc1[N+](=O)[O-],-1.5%,-26.2%,-0.8%,8.1%,9.0%,0.41,884,1,0.4%,-0.9%
Cc1ccc2[nH]cc(C(=O)CN3CCN(C)CC3)c2c1,-1.3%,2.7%,-0.2%,-3.4%,-5.5%,0.56,1583,1,14.2%,-0.2%
COc1ccc(N(C(C)=O)S(=O)(=O)c2cccc3cccnc23)cc1,0.4%,0.5%,-1.3%,2.2%,1.1%,-0.11,1308,1.2,3.8%,0.9%
CCOC(=O)C1CCN(C(=O)CCC2CCCC2)CC1,0.6%,9.8%,0.2%,.,.,.,.,.,5.8%,.
O=C(CCn1nc(-c2ccc(Cl)cc2)ccc1=O)N1CCOCC1,1.1%,-5.7%,-0.1%,11.0%,15.9%,-0.04,1323,1.1,4.2%,0.9%
COC(=O)c1ccccc1C(=O)N1CC(O)CO1 (stereo not given),0.3%,7.3%,0.0%,.,.,.,.,.,5.2%,.
O=C(N/C(=C\c1cccs1)C(=O)N1CCOCC1)c1ccco1,-1.6%,4.5%,0.0%,-1.1%,-3.4%,0.04,1447,1.1,2.0%,1.6%
CC(C)(C)n1nc2c(c1NC(=O)COc1ccc(Cl)cc1)CSC2,0.3%,-13.8%,0.0%,4.1%,3.6%,0.5,1037,1.1,10.2%,-5.6%
Cc1ccc(SCc2c(C(=O)N/N=C/c3ccncc3)nnn2-c2nonc2N)cc1,1.1%,-7.6%,-0.5%,.,.,.,.,.,12.0%,.
COCCN1Cc2cccc(C(=O)Nc3ccc(S(=O)(=O)N4CCOCC4)cc3)c2C1=O,0.5%,-4.2%,-0.1%,-11.2%,-7.0%,-0.55,1393,1.1,0.4%,-14.8%
Fc1ccccc1CSCc1nc2ccccc2[nH]1,4.7%,3.6%,-0.2%,-3.8%,-5.3%,-0.1,1475,1.2,15.8%,-1.6%

# 3 of the entries above in order of their number in TNAP activators, highest first.
compound	TNAP activators
Fc1ccccc1CSCc1nc2ccccc2[nH]1	1.2
COCCN1Cc2cccc(C(=O)Nc3ccc(S(=O)(=O)N4CCOCC4)cc3)c2C1=O	1.1
COc1cc(Nc2ccccc2Cl)c([N+](=O)[O-])nc1[N+](=O)[O-]	1
